# GPR55 LPI antagonism – GPR55 antagonists blocking LPI-driven arrestin recruitment, primary screen, imaging, U2OS, beta-arrestin-GFP, LPI agonist (AID 2013); G-protein coupled receptor 55 (Homo sapiens); U2OS GPR55 beta-arrestin-GFP translocation imaging, LPI antagonism; higher % means a stronger effect; inhibition, % at 10 µM, or IC50 in µM where a hit was titrated; hit rate 0.13% among 290,000;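 active means spots per cell inhibited over 60%, with over 100 cells counted and total cytoplasm intensity under 500,000; inconclusive means wells with under 100 cells, flagged as likely toxic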;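 further: U2OS cells stably carrying GPR55 and arrestin-GFP stimulated by 5 µM LPI near EC80; imaged beta-arrestin-GFP aggregate spots per cell after agonist stimulation; plate controls were LPI-stimulated DMSO wells for no effect and DMSO wells without LPI for full effect; some results filed as inactive read as strong as hits; confirmed hits need IC50 under 10 µM and bright autofluorescent wells are also inconclusive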
# GPR35 antagonists – GPR35 antagonists blocking zaprinast-driven arrestin recruitment, primary screen, imaging, U2OS, beta-arrestin-GFP, zaprinast agonist (AID 2058). G-protein coupled receptor 35 (Homo sapiens). U2OS GPR35 beta-arrestin-GFP translocation imaging, zaprinast antagonism; higher % means a stronger effect. one-dose inhibition, % at 10 µM; IC50 in µM for titrated hits. hit rate 0.052% among 290,000;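 active means inhibition of at least 50% with at least 30 cells and total cytoplasm GFP at most 10,000,000; inconclusive means under 30 cells or total GFP of 10,000,000 plus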
# SIAH1 antagonists – Siah-1 peptide-binding antagonists, primary screen, biochemical, fluorescence polarization, rhodamine-plectin, uHTS (AID 1817); hit rate 0.02% among 290,000; E3 ubiquitin-protein ligase SIAH1 (Homo sapiens); Siah-1 / rhodamine-plectin peptide fluorescence polarization; higher % means a stronger effect; displacement, % at 20 µM, or IC50 in µM where a hit was titrated;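 active means displacement of at least 50% at 20 µM, with a fluorescence ratio check between 0.3 and a set limit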;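 further: plate controls were Siah plus tracer with DMSO for no effect and tracer alone without Siah for full effect; strong numbers were not always called active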
# NTR1 ag – agonists of NTR1, primary screen, imaging, U2OS cells, beta-arrestin-GFP, high content (AID 493036). Neurotensin receptor type 1 (Homo sapiens), P30989. NTR1-U2OS beta-arrestin-GFP spot imaging, agonist mode. activation, % at 20 µM. hit rate 0.17% among 330,000;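 active means activation at or above 40% of the spot to cytoplasm intensity ratio, with at least 20 cells analyzed; inconclusive means wells under 20 cells, flagged as cytotoxic or low count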;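 further: 0% = DMSO without peptide and 100% = 100 nM NTR1 peptide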
# Target sequence (P30989 whole entry, looked up): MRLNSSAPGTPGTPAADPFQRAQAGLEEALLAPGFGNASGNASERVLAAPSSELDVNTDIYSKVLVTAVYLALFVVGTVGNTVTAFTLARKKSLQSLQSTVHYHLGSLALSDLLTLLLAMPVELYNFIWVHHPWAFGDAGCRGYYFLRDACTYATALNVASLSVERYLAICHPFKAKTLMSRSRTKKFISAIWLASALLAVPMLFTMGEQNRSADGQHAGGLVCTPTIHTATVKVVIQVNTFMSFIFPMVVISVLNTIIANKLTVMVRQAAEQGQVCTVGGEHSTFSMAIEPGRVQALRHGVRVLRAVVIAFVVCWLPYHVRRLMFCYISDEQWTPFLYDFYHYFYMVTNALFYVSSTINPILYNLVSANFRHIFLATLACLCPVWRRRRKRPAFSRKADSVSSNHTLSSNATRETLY
# MgcRacGAP inhibition – MgcRacGAP GTPase-activating activity inhibitors, confirmation, biochemical, ADP Hunter fluorescence; one-dose inhibition, % at 30 µM; IC50 in µM for titrated hits; hit rate 0.6% among 340,000; Rac GTPase-activating protein 1 (Homo sapiens); MgcRacGAP-stimulated Rac1 GTP hydrolysis, ADP Hunter fluorescence; higher % means a stronger effect; GST-tagged Rac1 F28L mutant substrate;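 active means first-screen hits whose inhibition reached a set limit at any dose in the follow-up dose series; inconclusive means inhibition above the set first-screen limit but never retested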;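 further: fluorescence reports GDP produced by GAP-driven GTP hydrolysis; strong numbers were not always called active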
# Myeloid diff 2 – induction of myeloid progenitor differentiation, primary screen, cell-based, flow cytometry, MLPCN library; ER-HoxA9 myeloid progenitors, lysozyme-GFP differentiation; calls only at 10 µM; hit rate 1% among 360,000;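 active means normalized GFP-positive differentiation at or above the plate's own cutoff, the solvent-only control mean plus 3 SD; inconclusive means no clear call, values can overlap the other calls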;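 further: cells exposed to compound for four days before flow analysis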
# LYP inhibition – inhibitors of LYP phosphatase, biochemical, fluorescence intensity, uHTS (AID 1779); Tyrosine-protein phosphatase non-receptor type 22 (Homo sapiens); recombinant LYP phosphatase, fluorescence intensity; higher % means a stronger effect; one-dose inhibition, % at 11.5 µM; IC50 in µM for titrated hits; hit rate 0.054% among 290,000; in the data active means inhibition above about 50%;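 further: plate controls were vehicle with enzyme for no effect and no enzyme for full effect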
# Salmonella PhoP GFP – inhibitors of PhoP regulon expression, primary screen, Salmonella Typhimurium, GFP reporter (AID 1863) | S. Typhimurium PhoP-regulated promoter GFP reporter, 4 h; higher % means a stronger effect | inhibition, % at 50 µM, or IC50 in µM where a hit was titrated | hit rate 0.16% among 300,000;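 active means inhibition over 29.93%, a cutoff 3 SD above the screen mean, later confirmed by dose response; inconclusive means inhibition over 29.93% but no dose response follow-up; inactive means inhibition at most 29.93% or unconfirmed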;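 further: 0% = low Mg2+ inducing control and 100% = high Mg2+ repressing control; strong numbers were not always called active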
# HIV peptide binding – inhibitors of HIV fusion peptide binding, primary screen, biochemical, uHTS, fluorescence dequenching (AID 1986). cell-free peptide binding, fluorescence dequenching, 30 min; higher % means a stronger effect. hit rate 0.3% among 290,000. inhibition, % at 20 µM; hits with a dose series show IC50 in µM; in the data active means inhibition mostly above about 52%, no sharp cut-off; inactive means mostly below about 76%; further: some results filed as inactive read as strong as hits
# NTR1 ag cell count 20 µM – second read-out of NTR1 ag, no call of its own (marks repeat the call); cell count; measured here: cell count, cytotoxicity flag
# Myeloid diff 2 GFP+ MAC1+ % – also measured in Myeloid diff 2; calls as there; GFP+ MAC1+ double positive, %; measured here: differentiation confirmed by MAC1 staining
# * = called active by the depositor; i = inactive; ? = inconclusive; · = not tested or not shown.
# Screens in order: GPR55 LPI antagonism	GPR35 antagonists	SIAH1 antagonists	NTR1 ag	NTR1 ag cell count 20 µM	MgcRacGAP inhibition	Myeloid diff 2	Myeloid diff 2 GFP+ MAC1+ %	LYP inhibition	Salmonella PhoP GFP	HIV peptide binding
Cc1ccc(NC(=O)/C=N/OCC(=O)NCc2ccccc2Cl)cc1
  16%	-3%	-1%	0.5	51	11%	i	0.4	-6%	-11%	-0.9%
Cc1cc(NC(=O)CSc2nc(-c3ccccc3Cl)nc3c2c(=O)n(C)c(=O)n3C)no1
  1%	-8%	8%	2.7	58	2%	i	0.3	0%	-1%	3.4%
N=c1c(C(=O)NCc2ccc(F)cc2)cc2c(=O)n3ccccc3nc2n1Cc1cccnc1
  2%	1%	-1%	3.0	77	8%	i	0.9	-46%	14%	3.1%
O=C(NCCc1ccccc1F)N[C@@H](Cc1ccccc1)C(=O)O
  6%	1%	-6%	-0.8	100	7%	i	0.6	-6%	10%	-0.1%
Cc1onc(-c2c(F)cccc2Cl)c1C(=O)NC1CCSC1=O (configuration not stated)
  -17%	0%	4%	-1.0	48	4%	i	0.7	-7%	0%	0.9%
Cc1cccc(C(=O)N2CCC(n3nnc4cc(F)ccc43)CC2)c1
  1%	2%	-2%	-2.9	82	5%	i	0.5	-6%	-14%	-1.4%
N#CC(C(=O)C12CC3CC(CC(C3)C1)C2)c1nc2ccccc2[nH]1 (configuration not stated)
  15%	-13%	-3%	16	29	8%	i	1.8	-5%	-2%	3.6%
Cn1c(=O)c2c(nc(Oc3ccc4ccccc4c3)n2C)n(C)c1=O
  -1%	-8%	-2%	-0.1	81	7%	i	0.8	-7%	-3%	-0.3%
CCOC(=O)Cn1c(=O)n(CC(=O)OCC)c2ccccc21
  6%	8%	0%	0.5	74	0%	i	0.5	0%	-2%	-1.3%
CCN(CC)C1CCN(C(=O)c2cc(COc3ccccc3SC)on2)C1 (configuration not stated)
  0%	-3%	4%	3.4	61	6%	i	1.5	-8%	1%	-0.1%
COc1ccc(CCNC(=O)c2[nH]c(C)c(C(C)=O)c2C)cc1
  -13%	2%	2%	0.8	71	3%	i	0.9	-3%	-8%	0.4%
COc1cccc2c(=O)c(C(=O)O)c[nH]c12
  3%	-27%	-1%	0.5	51	7%	i	8.3	-4%	18%	2.0%
O=C(Nc1ccccc1C(=O)NCCN1CCOCC1)c1cccc([N+](=O)[O-])c1
  7%	4%	-3%	-0.9	70	7%	i	1.2	-8%	0%	-2.0%
S=C(NCCNC(=S)Nc1ccccc1Cl)Nc1ccccc1Cl
  -1%	-5%	2%	-0.7	68	15%	i	0.8	-4%	6%	-1.6%
CCOc1ccc(Cl)cc1CNCCNCCO
  7%	9%	-1%	-0.7	45	1%	i	6.7	-10%	-4%	-3.4%
Clc1cccc(N/N=C/c2ccncc2)c1
  21%	-5%	-2%	0.4	78	-3%	i	1.0	-1%	8%	-3.0%
Cc1ccc(OCC(=O)NNC(=O)C2CCN(c3ncnc4sc(C)c(C)c34)CC2)cc1
  ·	·	·	3.9	65	15%	i	0.7	·	1%	·
CS(=O)(=O)N(CC(=O)NCc1ccc2c(c1)OCO2)C1CCCCC1
  6%	16%	5%	0.6	44	4%	i	0.5	-5%	6%	-1.4%
Cc1ccc(C)c(NS(=O)(=O)c2ccc(OCC(=O)NCc3ccco3)cc2)c1
  8%	8%	3%	1.1	52	15%	i	1.1	5%	-9%	1.2%
O=C(CSc1nnc(CNC(=O)c2cccc(C(F)(F)F)c2)o1)NCC1CCCO1 (configuration not stated)
  3%	4%	3%	-0.2	54	6%	i	0.5	-13%	-4%	2.4%
Cc1[nH]c2ccccc2c1CCN(Cc1cccs1)C(=S)NC(C)(C)C
  -3%	-7%	-2%	0.9	59	2%	i	1.5	7%	-1%	-1.5%
COc1ccccc1N(CC(=O)NC1CCCCC1)S(=O)(=O)c1cccs1
  -4%	-21%	7%	0.3	55	10%	i	0.7	-1%	·	0.9%
Fc1ccc(Cn2nnnc2C(c2cccs2)N2CCN(C3CCCCC3)CC2)cc1 (configuration not stated)
  6%	8%	-4%	-0.1	43	3%	i	0.2	-6%	-13%	0.6%
COc1ccc(Cl)cc1Nc1nc(N2CCCC2)nc(N2CCCC2)n1
  -3%	-3%	0%	·	·	·	·	·	-10%	·	-1.3%
O=C(CSc1nnc(-c2ccccc2O)o1)NC1CCCCC1
  14%	-2%	2%	0.9	56	4%	·	·	-9%	1%	-1.1%
Nc1ccc2nc(-c3cc(Cl)c(N)c(Cl)c3)[nH]c2c1
  13%	4%	-12%	1.7	48	?	i	0.6	-11%	34%	-4.9%
COC(=O)c1ccc(-c2ccc(C(c3c(C)[nH][nH]c3=O)c3c(C)[nH][nH]c3=O)o2)cc1
  13%	10%	0%	-0.7	18	10%	i	0.6	-1%	-8%	15%
Cc1ccc(C)c(S(=O)(=O)N2CCN(C(=O)Cn3c(=O)cnc4ccccc43)CC2)c1
  ·	·	·	0.8	74	2%	i	0.7	·	0%	·
CC(C)OCC(O)Cn1c(N2CCCC2)nc2c1c(=O)n(C)c(=O)n2C (configuration not stated)
  6%	-6%	3%	0.0	53	15%	i	0.2	-4%	-2%	-1.0%
Cc1csc(NC(=O)CSc2nc3[nH]ncc3c(=O)[nH]2)n1
  -8%	7%	6%	1.7	36	9%	i	0.2	-6%	-7%	-1.1%

# Of the compounds above, these have a thiophene ring, fused or not.
# Screens in order: GPR55 LPI antagonism	GPR35 antagonists	SIAH1 antagonists	NTR1 ag	NTR1 ag cell count 20 µM	MgcRacGAP inhibition	Myeloid diff 2	Myeloid diff 2 GFP+ MAC1+ %	LYP inhibition	Salmonella PhoP GFP	HIV peptide binding
Cc1ccc(OCC(=O)NNC(=O)C2CCN(c3ncnc4sc(C)c(C)c34)CC2)cc1
  ·	·	·	3.9	65	15%	i	0.7	·	1%	·
Cc1[nH]c2ccccc2c1CCN(Cc1cccs1)C(=S)NC(C)(C)C
  -3%	-7%	-2%	0.9	59	2%	i	1.5	7%	-1%	-1.5%
COc1ccccc1N(CC(=O)NC1CCCCC1)S(=O)(=O)c1cccs1
  -4%	-21%	7%	0.3	55	10%	i	0.7	-1%	·	0.9%
Fc1ccc(Cn2nnnc2C(c2cccs2)N2CCN(C3CCCCC3)CC2)cc1 (configuration not stated)
  6%	8%	-4%	-0.1	43	3%	i	0.2	-6%	-13%	0.6%

# (listing goes on)
# Screens in order: GPR55 LPI antagonism	GPR35 antagonists	SIAH1 antagonists	NTR1 ag	NTR1 ag cell count 20 µM	MgcRacGAP inhibition	Myeloid diff 2	Myeloid diff 2 GFP+ MAC1+ %	LYP inhibition	Salmonella PhoP GFP	HIV peptide binding
Cc1ccccc1NS(=O)(=O)c1cc(C(=O)NCCSC2CCCCC2)ccc1C
  -10%	-4%	0%	6.4	44	12%	i	6.7	4%	10%	-2.7%
COc1ccc(C(C)(C)C)cc1NC(=O)COC(=O)c1ncc(Cl)c(Cl)c1Cl
  4%	-2%	6%	13	29	7%	i	0.1	1%	-14%	0.4%
CN(C(=O)CSc1nc(-c2ccccc2)c(-c2ccccc2)o1)C1CCS(=O)(=O)C1 (configuration not stated)
  12%	4%	8%	2.7	66	3%	i	0.2	0%	-10%	-0.4%
N#Cc1ccc(S(=O)(=O)NCC(=O)OCC(=O)NCCc2ccccc2)cc1
  8%	1%	6%	2.0	57	9%	i	0.6	-11%	-4%	-1.5%
O=C(CSC1=NS(=O)(=O)c2cc(Cl)ccc2N1)Nc1cccc(F)c1
  ·	·	·	0.6	58	4%	i	0.7	·	1%	·
Cc1cc(C)n2nc(SCC(=O)N(C)c3c(N)n(Cc4ccccc4)c(=O)[nH]c3=O)nc2n1
  11%	-4%	-2%	-0.6	63	3%	i	0.6	-1%	3%	-1.0%
Cc1ccc(NC(=S)N2CCN(S(C)(=O)=O)CC2)cc1Cl
  -2%	7%	2%	-0.7	58	6%	i	0.4	-7%	-4%	0.4%
N#C/C=C\Oc1ccc(Cl)cc1N
  -9%	-2%	-2%	2.1	63	218µM*	i	6.7	-4%	12%	-1.2%
COc1cc(C(=O)NC2CCN(Cc3nnnn3Cc3cccs3)CC2)cc(OC)c1OC
  -6%	-7%	-2%	-2.3	60	9%	i	0.8	-9%	0%	5.4%
Fc1ccccc1CSc1nnc(-c2cccnc2)o1
  -4%	-2%	2%	0.5	40	9%	i	0.5	-4%	7%	-0.9%
CC(=O)Nc1ccc(NC(=O)CSc2ccc(-c3ccc(-n4ccnc4)cc3)nn2)cc1
  ·	·	·	1.1	49	6%	i	0.4	·	3%	·
S=C(Nc1ccc(Cl)cc1)NC1CCN(Cc2ccccc2)CC1
  -1%	-13%	-1%	5.2	55	6%	i	0.4	-4%	5%	-2.2%
O=C1NC2(C=Cc3c(ccc4ccccc34)O2)Oc2ccccc21 (configuration not stated)
  2%	-1%	0%	1.5	96	4%	i	0.0	-8%	13%	-0.5%
CCCn1nnc(NC(=O)C(C)C)n1
  2%	-2%	-1%	0.8	48	5%	i	0.6	-6%	-2%	0.5%
Cc1cc(=O)[nH]c(N/N=C/CCc2ccccc2)n1
  18%	-4%	8%	-0.7	98	3%	i	0.5	-4%	3%	0.9%
CNCCc1ccccn1
  -3%	-9%	6%	10	51	5%	i	2.7	-20%	-4%	-0.4%

# Rows were taken by chance, and some 2.4% of all compounds hit somewhere here.
